TcdB GH inh: blocks C. difficile toxin B glycohydrolase activity; TcdB glycohydrolase enzymatic assay, plate reader; inhibition, % at 9.99 µM; 0.24% of 350,000 active; in the data active = inhibition above about 10%
Numbers without * were called inactive; & = joins results of further samples. Some of the compounds tested (hit frequency here may not be typical).

# | Molecule | TcdB GH inh
1 | O=C(C[C@@H]1CC[C@H](NS(=O)(=O)c2ccccc2F)[C@H](CO)O1)NCCCN1CCOCC1 | 1.2
2 | C[C@@H]1CN([C@H](C)CO)C(=O)c2cc(NC(=O)C3CC3)ccc2O[C@H]1CN(C)C(=O)Nc1ccccc1 | -1.0
3 | C[C@@H]1CN([C@H](C)CO)S(=O)(=O)c2ccc(C#CCN(C)C)cc2O[C@H]1CN(C)C(=O)CN(C)C | -1.4
4 | O=C(C[C@@H]1CC[C@H](NC(=O)Cc2cccnc2)[C@@H](CO)O1)Nc1ccccc1 | 0.5
5 | C[C@@H]1CCCCO[C@@H](CN(C)C(=O)Nc2ccc(C(F)(F)F)cc2)[C@H](C)CN([C@@H](C)CO)C(=O)c2cc(NC(=O)Nc3cccc4ccccc34)ccc2O1 | -0.2
6 | COc1cccc(S(=O)(=O)N[C@@H]2CC[C@H](CC(=O)NC3CCC3)O[C@@H]2CO)c1 | 0.6
7 | C[C@@H]1CN([C@H](C)CO)C(=O)c2cc(NC(=O)Cc3cn(C)c4ccccc34)ccc2O[C@H]1CN(C)Cc1ccc(Cl)c(Cl)c1 | 0.0
8 | CN(C)C(=O)C[C@@H]1CC[C@H](NC(=O)c2ccc(F)cc2)[C@@H](CO)O1 | -0.5
9 | C[C@@H]1CN([C@@H](C)CO)C(=O)Cc2cc(NC(=O)C3CC3)ccc2O[C@H]1CN(C)CC1CCCCC1 | 1.2
10 | COc1cccc(C(=O)N2C[C@H]3[C@@H](c4ccccc42)[C@H](CO)N3Cc2ccccc2F)c1 | 0.8
11 | C[C@@H]1CN([C@@H](C)CO)C(=O)c2cc(NC(=O)CCCN(C)C)ccc2O[C@H]1CN(C)S(=O)(=O)c1ccc(F)cc1 | 0.2
12 | COc1ccccc1-c1ccc2c(c1)O[C@H](CN(C)C(=O)c1ccncc1)[C@@H](C)CN([C@H](C)CO)S2(=O)=O | 0.0
13 | C/C=C/c1ccc([C@H]2[C@@H](CO)N3C(=O)CN(Cc4ccc(F)cc4)C[C@@H]23)cc1 | -0.2
14 | C[C@H]1CN([C@@H](C)CO)C(=O)c2cc(NS(C)(=O)=O)ccc2O[C@@H]1CN(C)C(=O)Nc1ccccc1 | 0.6
15 | COc1ccc(CN(C)C[C@@H]2Oc3ccc(NS(=O)(=O)c4ccc(F)cc4)cc3CC(=O)N([C@@H](C)CO)C[C@@H]2C)cc1 | 0.6
16 | COc1cccc(C#Cc2ccc([C@@H]3[C@H]4CN(C(=O)c5ccncc5)CC(=O)N4[C@H]3CO)cc2)c1 | -0.1
17 | C[C@@H]1CN([C@@H](C)CO)C(=O)c2cc(/C=C/c3ccccc3)cnc2O[C@H]1CN(C)Cc1ccccc1 | 0.0
18 | O=S(=O)(Cc1ccccc1)NCC[C@H]1CC[C@H](NS(=O)(=O)c2ccccc2)[C@H](CO)O1 | -0.5
19 | C[C@@H]1CCCCO[C@@H](CN(C)Cc2ccccc2)[C@@H](C)CN([C@@H](C)CO)C(=O)c2cc(NC(=O)NC3CCCCC3)ccc2O1 | 0.6
20 | CCCNC(=O)[C@H]1[C@H](CO)[C@H]2Cn3c(ccc(C4=CCCC4)c3=O)[C@H]2N1C(=O)c1cnccn1 | -0.6
21 | C/C=C/c1cnc2c(c1)C(=O)N([C@H](C)CO)C[C@H](C)[C@@H](CN(C)S(=O)(=O)c1cccs1)O2 | 0.4
22 | CCCNC(=O)C[C@@H]1CC[C@@H]2[C@@H](COc3ccc(NC(=O)Nc4ccccc4F)cc3C(=O)N2C)O1 | 0.7
23 | O=C(N[C@@H]1C=C[C@H](CC(=O)N2CCCCC2)O[C@@H]1CO)c1ccc2c(c1)OCO2 | -1.4
24 | OC(c1ccccc1)(c1ccccc1)C1CCN(CCCOc2ccc(-c3ccc(F)cc3F)cc2)CC1 | 0.5
25 | C[C@H](CO)N1C[C@H](C)[C@H](CN(C)CC2CC2)Oc2ccc(NC(=O)Cn3cnnn3)cc2CC1=O | 0.1
26 | CCc1nc(N2[C@H](CO)[C@@H](c3ccccc3-c3ccccc3F)[C@@H]2C#N)sc1C | 1.9
27 | C[C@@H]1CN([C@H](C)CO)C(=O)c2cccc(N(C)C)c2O[C@H]1CN(C)C(=O)NC1CCCCC1 | -1.4
28 | C[C@H]1CCCCO[C@@H](CN(C)Cc2ccccc2)[C@@H](C)CN([C@@H](C)CO)C(=O)c2cc(NC(=O)CCC(F)(F)F)ccc2O1 | 0.8
29 | C[C@@H]1CCCCO[C@@H](CN(C)C(=O)Nc2ccccc2)[C@@H](C)CN([C@H](C)CO)C(=O)c2cc(NC(=O)c3ccccc3)ccc2O1 | 0.3
30 | C[C@H](CO)N1C[C@H](C)[C@H](CN(C)Cc2ccncc2)Oc2ccc(NS(=O)(=O)c3ccccc3)cc2CC1=O | 1.0

Brought forward from above: six compounds; new compounds follow.
# | Molecule | TcdB GH inh
25 | C[C@H](CO)N1C[C@H](C)[C@H](CN(C)CC2CC2)Oc2ccc(NC(=O)Cn3cnnn3)cc2CC1=O | 0.1
26 | CCc1nc(N2[C@H](CO)[C@@H](c3ccccc3-c3ccccc3F)[C@@H]2C#N)sc1C | 1.9
27 | C[C@@H]1CN([C@H](C)CO)C(=O)c2cccc(N(C)C)c2O[C@H]1CN(C)C(=O)NC1CCCCC1 | -1.4
28 | C[C@H]1CCCCO[C@@H](CN(C)Cc2ccccc2)[C@@H](C)CN([C@@H](C)CO)C(=O)c2cc(NC(=O)CCC(F)(F)F)ccc2O1 | 0.8
29 | C[C@@H]1CCCCO[C@@H](CN(C)C(=O)Nc2ccccc2)[C@@H](C)CN([C@H](C)CO)C(=O)c2cc(NC(=O)c3ccccc3)ccc2O1 | 0.3
30 | C[C@H](CO)N1C[C@H](C)[C@H](CN(C)Cc2ccncc2)Oc2ccc(NS(=O)(=O)c3ccccc3)cc2CC1=O | 1.0
31 | Cc1noc(C)c1S(=O)(=O)Nc1ccc2c(c1)C(=O)N([C@H](C)CO)C[C@H](C)[C@H](CN(C)S(=O)(=O)c1c(C)noc1C)OCCCC[C@H](C)O2 | -0.9
32 | COc1ccc(NC(=O)N(C)C[C@@H]2Oc3ncc(C#C[C@H](C)O)cc3C(=O)N([C@@H](C)CO)C[C@H]2C)cc1 | -0.3
33 | C[C@@H]1CN([C@@H](C)CO)C(=O)c2cc(NC(=O)NC3CCCCC3)ccc2O[C@@H](C)CCCCO[C@H]1CN(C)Cc1ccc(C(=O)O)cc1 | -5.4
34 | C[C@@H]1CN([C@H](C)CO)C(=O)Cc2cc(NC(=O)Nc3ccc(F)cc3)ccc2O[C@@H]1CN(C)C(=O)NC1CCCCC1 | 0.4
35 | CC(C)CCN1C(=O)CSCC1(C)C(=O)NC(C)C (configuration not stated) | 0.1
36 | CS(=O)(=O)N1[C@H](C#N)[C@@H](c2ccc(/C=C/c3ccccc3)cc2)[C@H]1CO | -1.1
37 | O=C(Cc1ccccn1)N[C@H]1CC[C@H](CCNS(=O)(=O)c2cccc(F)c2)O[C@@H]1CO | -2.6
38 | C[C@@H]1CN([C@@H](C)CO)S(=O)(=O)c2ccc(C3=CCCCC3)cc2O[C@@H]1CN(C)C(=O)Cc1cccnc1 | 0.1
39 | C[C@H](CO)N1C[C@H](C)[C@H](CN(C)C)Oc2ncc(-c3cccc(F)c3)cc2C1=O | -1.9&-0.1
40 | COCC(=O)N1[C@@H]2c3ccc(/C=C/c4ccccc4)c(=O)n3C[C@H]1[C@H](CO)[C@H]2C(=O)N1CCCCC1 | 0.8
41 | CO[C@H]1CN(C)C(=O)c2ccc(NC(=O)C3CC3)cc2OC[C@H](C)N(Cc2cc(F)ccc2F)C[C@@H]1C | -3.0
42 | C[C@H](CO)N1C[C@H](C)[C@@H](CN(C)Cc2ccccc2F)Oc2cc(C#CC3CC3)ccc2S1(=O)=O | 0.5
43 | Cc1noc(C)c1S(=O)(=O)Nc1ccc2c(c1)C(=O)N([C@@H](C)CO)C[C@H](C)[C@@H](CN(C)S(=O)(=O)c1ccc(Cl)cc1)O2 | -0.1
44 | C[C@@H]1CN([C@@H](C)CO)C(=O)c2cc(NS(=O)(=O)c3cn(C)cn3)ccc2O[C@H]1CN(C)S(=O)(=O)c1ccc(Cl)cc1 | 0.4
45 | CN(C)CC(=O)Nc1ccc2c(c1)[C@@H]1C[C@@H](CC(=O)N(C)C)O[C@@H](CO)[C@@H]1O2 | 1.2
46 | CNC(=O)C[C@H]1CC[C@H]2[C@@H](COC[C@H](O)CN2Cc2ccccc2F)O1 | -2.4
47 | Cc1noc(C)c1NC(=O)N(C)C[C@@H]1Oc2ccc(N(C)C)cc2CC(=O)N([C@H](C)CO)C[C@H]1C | -7.7
48 | Cc1ccc(S(=O)(=O)N(C)C[C@@H]2Oc3ccc(NC(=O)CCC(F)(F)F)cc3C(=O)N([C@@H](C)CO)C[C@H]2C)cc1 | 0.8
49 | CC(C)NC(=O)Nc1ccc2c(c1)C(=O)N([C@@H](C)CO)C[C@@H](C)[C@H](CN(C)C(=O)Nc1cccc3ccccc13)O2 | 0.6
50 | C[C@H]1CCCCO[C@@H](CN(C)Cc2ccccc2)[C@@H](C)CN([C@@H](C)CO)C(=O)c2cc(NC(=O)Cc3ccccc3)ccc2O1 | 1.0
51 | C[C@H](CO)N1C[C@H](C)[C@H](CN(C)S(C)(=O)=O)Oc2ncc(-c3cc4ccccc4o3)cc2C1=O | 0.8
52 | C[C@@H]1CN([C@H](C)CO)C(=O)c2c(c3ccccc3n2C)-c2ccccc2CO[C@H]1CN(C)C(=O)c1ccncc1 | -2.0
53 | Cc1ccc(S(=O)(=O)Nc2cccc3c2O[C@@H](CN(C)C(=O)Nc2ccccc2)[C@@H](C)CN([C@@H](C)CO)C3=O)cc1 | 0.2
54 | C[C@@H]1CN([C@@H](C)CO)C(=O)c2cc(-c3cccc(C#N)c3)cnc2O[C@@H]1CN(C)C | 0.2
55 | C[C@@H]1CN([C@H](C)CO)C(=O)c2cccc(NC(=O)Nc3ccc4c(c3)OCO4)c2O[C@H]1CN(C)Cc1ccccc1 | -0.8
56 | O=C(C[C@@H]1CC[C@H]2[C@@H](COC[C@@H](O)CN2C(=O)c2cnccn2)O1)N1CCN(c2ccccc2)CC1 | -0.6
57 | COC(=O)C[C@H]1CC[C@@H]2[C@H](COc3ccc(NC(=O)Cc4cccs4)cc3C(=O)N2C)O1 | 0.1
58 | O=C(C(=O)N1CCC(Cc2ccccc2)CC1)c1ccccc1Br | 0.8
59 | CN1c2ccc(-c3cccc(C#N)c3)cc2[C@H]2[C@H](CCN2C(=O)CN2CCOCC2)[C@H]1CO | -0.2
60 | C[C@H](CO)N1C[C@H](C)[C@H](CN(C)S(=O)(=O)c2ccccc2)Oc2c(NC(=O)Nc3cccc4ccccc34)cccc2C1=O | -0.4

Part of the list above, set out differently:
[49] CC(C)NC(=O)Nc1ccc2c(c1)C(=O)N([C@@H](C)CO)C[C@@H](C)[C@H](CN(C)C(=O)Nc1cccc3ccccc13)O2
  TcdB GH inh: 0.6
[32] COc1ccc(NC(=O)N(C)C[C@@H]2Oc3ncc(C#C[C@H](C)O)cc3C(=O)N([C@@H](C)CO)C[C@H]2C)cc1
  TcdB GH inh: -0.3

Next section.
# | Molecule | TcdB GH inh
61 | CCCNC(=O)N(C)C[C@@H]1Oc2ncc(C#CCc3ccccc3)cc2C(=O)N([C@@H](C)CO)C[C@@H]1C | -0.4
62 | COc1ccc(NC(=O)Nc2ccc3c(c2)C(=O)N([C@H](C)CO)C[C@@H](C)[C@H](CN(C)S(C)(=O)=O)OCCCC[C@@H](C)O3)cc1 | 0.0
63 | C[C@H]1CN([C@@H](C)CO)C(=O)Cc2cc(NC(=O)CCCN(C)C)ccc2O[C@@H]1CN(C)C(=O)NC1CCCCC1 | -0.2
64 | COCC(=O)Nc1ccc2c(c1)C(=O)N(C)C[C@@H](OC)[C@H](C)CN(C(=O)c1ccccc1F)[C@H](C)CO2 | -0.1
65 | CC(C)C#Cc1ccc2c(c1)O[C@H](CN(C)Cc1ccccn1)[C@@H](C)CN([C@H](C)CO)S2(=O)=O | -0.1
66 | CO[C@@H]1CN(C)C(=O)c2ccc(NC(=O)NC(C)C)cc2OC[C@@H](C)N(CCC(F)(F)F)C[C@H]1C | 0.5
67 | Cc1ccccc1-c1ccc([C@@H]2[C@H]3CN(C(=O)c4ccncc4)CC(=O)N3[C@H]2CO)cc1 | -1.2
68 | COCC(=O)N1C[C@@H](C)[C@@H](OC)CN(C)C(=O)c2ccc(NC(=O)c3cc(C)on3)cc2OC[C@@H]1C | 1.1
69 | CCC(=O)Nc1ccc2c(c1)C(=O)N(C)[C@H]1CC[C@@H](CC(=O)NCc3ccc(OC)cc3)O[C@H]1CO2 | -0.4
70 | CCCNC(=O)C[C@H]1CC[C@@H]2[C@@H](COc3ccc(NC(=O)C4CCOCC4)cc3C(=O)N2C)O1 | 0.2
71 | C[C@@H]1CCCCO[C@@H](CN(C)CC2CCCCC2)[C@@H](C)CN([C@H](C)CO)C(=O)c2cc(NC(=O)Nc3ccc(F)cc3)ccc2O1 | 0.0
72 | C[C@H](CO)N1C[C@H](C)[C@H](CN(C)S(=O)(=O)c2cccc(F)c2)Oc2ncc(C#CC3CCCCC3)cc2C1=O | -0.1
73 | O=C(C[C@@H]1C[C@H]2c3cc(NC(=O)Nc4ccccc4)ccc3O[C@H]2[C@@H](CO)O1)NCc1cccc(F)c1 | 0.3
74 | COc1ccc(S(=O)(=O)N(C)C[C@@H]2Oc3c(NC(=O)c4ccc(-c5nccs5)cc4)cccc3C(=O)N([C@H](C)CO)C[C@H]2C)cc1 | -0.3
75 | COC(=O)C[C@H]1C=C[C@H](NC(=O)c2cccc(F)c2)[C@@H](CO)O1 | 0.4
76 | O=C(C1CCC1)N1CCCCN2[C@H](CO)[C@@H](c3ccc(-c4cccc(F)c4)cc3)[C@@H]2C1 | 0.0
77 | Cc1cc(C(=O)Nc2cccc3c2O[C@@H](CN(C)C(=O)Nc2ccc4c(c2)OCO4)[C@@H](C)CN([C@@H](C)CO)C3=O)n(C)n1 | -0.6
78 | C[C@@H]1CN([C@H](C)CO)C(=O)c2cc(-c3cncnc3)cnc2O[C@@H]1CN(C)Cc1ccccc1 | 0.6
79 | C[C@@H]1CCCCO[C@H](CN(C)S(C)(=O)=O)[C@@H](C)CN([C@H](C)CO)C(=O)c2cc(NC(=O)Nc3ccccc3)ccc2O1 | 0.2
80 | COc1cccc(NC(=O)N2CC3(C2)[C@@H](c2ccccc2)[C@@H](CO)N3C(C)=O)c1 | -1.0
81 | C[C@H](CO)N1C[C@H](C)[C@@H](CN(C)C(=O)c2cnccn2)Oc2ncc(C#CCN(C)C)cc2C1=O | -0.1
82 | C[C@@H]1CN([C@H](C)CO)C(=O)Cc2cc(NC(=O)c3ccncc3)ccc2O[C@H]1CN(C)Cc1ccc(-c2ccccc2)cc1 | -4.3
